CF NFkB inh: blocks PAF-induced NF-kB reporter in cystic fibrosis cells; KKLEB NF-kB-GFP reporter, GFP fluorescence overnight; inhibition, % at 5 µM; hit rate 0.86% among 360,000; AID 588850;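 active = at least 50% inhibition at 5 µM, scaled per plate between neutral and stimulator controls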;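 note: PAF is a Pseudomonas aeruginosa culture filtrate used as stimulus; plate controls were PAF-stimulated DMSO wells for no effect and unstimulated DMSO wells for full effect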
KKLEB tox: counter-screen for CF NF-kB inhibitors: cytotoxicity | KKLEB CF airway cells viability, ATPlite luminescence, overnight; stronger effect = lower value; cells stimulated with P. aeruginosa culture filtrate | activity change (cytotoxicity), % at 5 µM | hit rate 0.36% among 360,000 | AID 602141;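 active = corrected activity change at or below -50% at 5 µM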
aDG glyco act: alpha-DG glycosylation activation | hit rate 0.22% among 360,000 | activation, % at 10 µM | AID 624168 | Pro5-aDG cells, alpha-DG glycosylation AlphaScreen (IIH6); 0% Pro5, 100% B10-LARGE cell signal;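 active = activation of at least 8% versus controls, or a plate z-score of at least 8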;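 note: Pro5 are CHO cells carrying HIG-tagged alpha-DG that lacks glycosylation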
NR2E3 ag-1: agonists of human NR2E3 nuclear receptor. inhibition of corepressor binding, % at 3.98 µM. AID 602229. Q9Y5X4. hit rate 0.35% among 360,000. CHO-S Gal4-NCOR/VP16-NR2E3 two-hybrid, luciferase;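 active = inhibition above the mean of all tested compounds plus 3 SD, cut at about 70% in these data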;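 note: 0% = DMSO with NR2E3 transfected cells and 100% = cells lacking NR2E3 construct; higher means lower luciferase signal from less NR2E3 corepressor binding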
Target sequence (Q9Y5X4 whole entry, looked up, the tested form may be a part): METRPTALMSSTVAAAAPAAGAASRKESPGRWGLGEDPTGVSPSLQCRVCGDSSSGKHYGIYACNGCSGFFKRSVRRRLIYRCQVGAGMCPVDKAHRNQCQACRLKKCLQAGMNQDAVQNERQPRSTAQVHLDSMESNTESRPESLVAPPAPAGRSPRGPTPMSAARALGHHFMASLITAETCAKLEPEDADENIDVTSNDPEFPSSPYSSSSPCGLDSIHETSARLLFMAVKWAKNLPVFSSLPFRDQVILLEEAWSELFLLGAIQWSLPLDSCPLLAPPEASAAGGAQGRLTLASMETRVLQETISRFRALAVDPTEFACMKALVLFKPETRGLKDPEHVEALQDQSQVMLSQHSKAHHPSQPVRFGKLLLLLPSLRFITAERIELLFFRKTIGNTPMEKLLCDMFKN
NR2E3 ag-2: NR2E3 (human) agonism. AID 2300. hit rate 0.12% among 320,000. GST-NR2E3/biotin-RetCOR TR-FRET, 1536-well. Q9Y5X4. inhibition of corepressor binding, % at 4.78 µM;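 active = percent inhibition above the cutoff of mean plus 3 SD of all tested compounds, set per screening campaign, cut at about 20% in these data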;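 note: 0% = DMSO wells and 100% = biotin wells as full block of FRET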
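Material: NR2E3–RetCOR corepressor complex / Amount: 1.35 nM GST-NR2E3 / Medium: Tris pH 7.5 / Compound: single nominal compound dose of 4.8 µM / Incubation: 5 h at 4 °C / Technique: TR-FRET, Eu(K)-anti-GST donor, streptavidin-D2 acceptor, ex 340, em 617/671 nm / Read-out basis: percent loss of FRET ratio relative to control wells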
hiPSC survival: increases survival of single human iPS cells; hiPSC single-cell survival, ATPlite luminescence; 100% = ROCK inhibitor wells, 0% = DMSO; survival enhancement, % at 20 µM; hit rate 0.044% among 360,000; in the data active = survival enhancement above about 18%;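 note: cells exposed to compounds for 16 hours before the ATP read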
TWEAK-Fn14 inh: TWEAK-Fn14 signaling inhibition. AID 1159606. inhibition, % at 10 µM. hit rate 2% among 360,000. TWEAK-stimulated Fn14 reporter cells, luciferase luminescence, 8 h; in the data active = inhibition above about 50%
HIF-2a inh: inhibitors of HIF-2a | hit rate 0.72% among 360,000 | 786-0 RCC cells HIF-2a reporter, luciferase luminescence, overnight | inhibition, % at 18.8 µM | AID 624352;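 active = inhibition of the luminescence signal of 40% or more relative to plate controls, in a single-dose primary screen at 18.75 µM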
Peg3 prom inh: reduces Peg3 promoter-driven luciferase expression in HeLa; HeLa PEG-Prom luciferase reporter, luminescence, overnight; inhibition, % at 20 µM; hit rate 1.7% among 360,000; AID 588405;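 active = inhibition of at least 50% at 20 µM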
Shn3 3UTR inh: Schnurri-3 reporter inhibition in Clone20 osteoblasts; Clone20 osteoblast Shn3 3'UTR firefly luciferase, 24 h; inhibition, % at 12.5 µM; hit rate 0.52% among 360,000; AID 588674;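 active = mean inhibition of at least 75% with every replicate also reaching 75%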;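 note: 0% = median of neutral control wells and 100% = pilot-screen positive control compound; some compounds past the cut are filed as inactive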
TRPM1 prom inh: reduces MITF-dependent TRPM1 promoter luciferase signal | SK-MEL-5 TRPM1 promoter luciferase, 24 h | inhibition, % at 12.5 µM | hit rate 0.83% among 330,000 | AID 488899;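 active = mean inhibition across replicates of 60% or more, whatever share of single replicates reaches that level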; note: values of inactives mirror those of a sister screen read the other way
An asterisk follows results filed as active; . = not tested or not shown.

[1] COCCNC(=O)/C(C#N)=C/c1cccc(NC(=O)c2ccccc2Cl)c1
[2] CC(=O)Nc1ccc2c(c1)C(=O)c1ccccc1C2=O
[3] CNC(=O)OC(C)CNS(=O)(=O)c1ccc(C)cc1 (stereo not given)
[4] CCOC(=O)c1cnn(-c2ccccc2)c1-n1cccc1C(=O)C(=O)Nc1ccccc1C(F)(F)F
[5] CC(CCc1ccccc1)NC(=O)CCC(=O)N1CCC(C(N)=O)CC1 (stereo not given)
[6] O=C1c2cc([N+](=O)[O-])ccc2-c2cc(Br)c(N=C(NO)C(F)(F)F)cc21
Assay by compound	1	2	3	4	5	6
CF NFkB inh	5	-94	-8	18	15	29
KKLEB tox	-14	5	6	-6	-2	-23
aDG glyco act	0.5	0.0	-0.1	-0.1	-0.2	-0.2
NR2E3 ag-1	-34	-158	-8	-28	-7	101*
NR2E3 ag-2	-2	3	4	-1	1	.
hiPSC survival	-2.5	-1.7	0.5	-0.2	-0.4	2.0
TWEAK-Fn14 inh	3	-9	19	7	14	-63
HIF-2a inh	2	-185	2	23	14	-31
Peg3 prom inh	-22	-255	-21	42	11	97*
Shn3 3UTR inh	-28	-99	-16	10	11	-15
TRPM1 prom inh	6	-50	0	-8	3	17

[7] COc1ccc(C)cc1NC(=O)C(c1ccccc1)N1CCN(CC(=O)N2CCCC2)CC1 (stereo not given)
[8] O=C(NCCO)C(=O)Nc1cc2c3c(c1)CCC(=O)N3CCC2
[9] CCOc1cc(C2NN=C(c3ccc(C)cc3)S2)ccc1O (stereo not given)
[10] CN(C)c1ccc(/C=N/NC(=O)c2ccc(-n3cnnn3)cc2)cc1
[11] CCOC(=O)C1=C(C)N(C)C(=O)C1CC(=O)O (stereo not given)
[12] COCC(=O)Nc1ccc(S(=O)(=O)Nc2onc(C)c2C)cc1
Assay by compound	7	8	9	10	11	12
CF NFkB inh	-19	8	-31	22	8	-35
KKLEB tox	9	1	1	-2	12	-7
aDG glyco act	0.1	-0.1	0.2	-0.3	0.1	0.0
NR2E3 ag-1	6	-3	-81	17	-25	-32
NR2E3 ag-2	.	0	1	3	0	.
hiPSC survival	0.3	-0.5	-0.1	0.2	4.8	-2.3
TWEAK-Fn14 inh	-5	9	-39	20	9	-7
HIF-2a inh	2	-2	-248	4	15	19
Peg3 prom inh	-3	-4	-305	11	-4	15
Shn3 3UTR inh	-17	-1	-83	-10	-1	-14
TRPM1 prom inh	-8	9	-61	-1	0	.

[13] O=C(CN1CCC(C(=O)c2ccc3c(c2)OCCO3)CC1)NC1CCCC1
[14] CCCC(C)C(=O)N(Cc1ccccc1)c1ccccn1 (stereo not given)
[15] CC(=O)Nc1cccc(NC(=O)COc2ccc3c(c2)OCO3)c1
[16] O=C(Nc1ccc2c(c1)N(Cc1ccccc1)C(=O)c1ccccc1S2)NC1CC1
[17] COc1ccc(-c2nnc(SCCC(=O)O)n2C)cc1OC
[18] COC(CNC(=O)Cn1ncc2ccsc2c1=O)OC
Assay by compound	13	14	15	16	17	18
CF NFkB inh	19	8	4	7	-1	-1
KKLEB tox	5	-3	-1	-3	5	-20
aDG glyco act	0.4	0.0	-0.1	0.1	-0.2	-0.2
NR2E3 ag-1	-1	1	4	-15	-11	-17
NR2E3 ag-2	1	4	2	3	4	1
hiPSC survival	-1.7	0.2	-0.3	-3.7	1.0	-3.1
TWEAK-Fn14 inh	-4	61*	0	-27	12	0
HIF-2a inh	-2	-10	-85	10	12	3
Peg3 prom inh	32	18	-80	13	15	-5
Shn3 3UTR inh	30	6	-25	2	9	3
TRPM1 prom inh	14	5	-32	-10	6	-2

[19] CCCNC(=S)N1CCC(NC(=O)C23CC4CC(CC(C4)C2)C3)CC1
[20] COc1ccc([N+](=O)[O-])cc1NC(=O)CSCc1ccccc1
[21] Cc1ccccc1OCc1csc(N)n1
[22] COc1ccc(/C=C(\NC(=O)c2ccc(Cl)cc2)C(=O)NCc2cccnc2)cc1OC
[23] COc1cccc(N2C(=O)C(c3ccccc3)=C(c3nc4ccccc4s3)C2NC(C)=O)c1 (stereo not given)
[24] Cc1ccc(C2=NN(C(=O)CSc3nnnn3C)C(c3ccco3)C2)cc1 (stereo not given)
Assay by compound	19	20	21	22	23	24
CF NFkB inh	9	10	-1	-18	-33	11
KKLEB tox	0	-7	3	7	-2	-2
aDG glyco act	0.0	0.0	0.2	-0.4	-0.1	0.8
NR2E3 ag-1	-11	-43	-25	9	4	6
NR2E3 ag-2	-3	-4	2	.	2	3
hiPSC survival	2.4	-0.9	1.1	-1.4	-0.4	1.9
TWEAK-Fn14 inh	6	9	-4	-13	14	7
HIF-2a inh	12	14	-37	0	6	-28
Peg3 prom inh	8	7	-37	-22	0	-5
Shn3 3UTR inh	37	-9	-6	-15	29	6
TRPM1 prom inh	9	-9	-9	.	6	8

Six entries from above, set out differently:
Order of results: CF NFkB inh, KKLEB tox, aDG glyco act, NR2E3 ag-1, NR2E3 ag-2, hiPSC survival, TWEAK-Fn14 inh, HIF-2a inh, Peg3 prom inh, Shn3 3UTR inh, TRPM1 prom inh
[6] O=C1c2cc([N+](=O)[O-])ccc2-c2cc(Br)c(N=C(NO)C(F)(F)F)cc21
 : 29, -23, -0.2, 101*, ., 2.0, -63, -31, 97*, -15, 17
[7] COc1ccc(C)cc1NC(=O)C(c1ccccc1)N1CCN(CC(=O)N2CCCC2)CC1 (stereo not given)
 : -19, 9, 0.1, 6, ., 0.3, -5, 2, -3, -17, -8
[8] O=C(NCCO)C(=O)Nc1cc2c3c(c1)CCC(=O)N3CCC2
 : 8, 1, -0.1, -3, 0, -0.5, 9, -2, -4, -1, 9
[9] CCOc1cc(C2NN=C(c3ccc(C)cc3)S2)ccc1O (stereo not given)
 : -31, 1, 0.2, -81, 1, -0.1, -39, -248, -305, -83, -61
[10] CN(C)c1ccc(/C=N/NC(=O)c2ccc(-n3cnnn3)cc2)cc1
 : 22, -2, -0.3, 17, 3, 0.2, 20, 4, 11, -10, -1
[11] CCOC(=O)C1=C(C)N(C)C(=O)C1CC(=O)O (stereo not given)
 : 8, 12, 0.1, -25, 0, 4.8, 9, 15, -4, -1, 0

Later entries
[25] COCCNc1ccc(-c2nn(C)c(=O)c3ccccc23)cc1[N+](=O)[O-]
[26] CSc1ccc(CNCCN2CCOCC2)cc1
[27] O=C(N/N=C/c1ccccc1O)C(=O)Nc1ccccn1
[28] Cn1cc(/C=C(\C(=O)O)C(C(=O)O)=C2CCCCC2)c2ccccc21
[29] CCOC(=O)C1(Cc2ccccc2C(F)(F)F)CCN(C2CCCC2)CC1
[30] Cc1ccc(C(=O)COC(=O)CCc2ccc(S(=O)(=O)N3CCCCC3)cc2)cc1
Assay by compound	25	26	27	28	29	30
CF NFkB inh	5	-14	-1	-8	-4	2
KKLEB tox	-7	3	2	8	2	-10
aDG glyco act	-0.2	0.9	1.0	-0.3	-0.1	-0.2
NR2E3 ag-1	-23	-9	-37	17	2	6
NR2E3 ag-2	0	0	-3	-1	-3	-3
hiPSC survival	-0.4	-0.4	-1.8	0.5	-2.3	-1.0
TWEAK-Fn14 inh	10	-2	-10	4	-2	-7
HIF-2a inh	-3	6	-37	18	2	11
Peg3 prom inh	2	-11	-19	6	17	12
Shn3 3UTR inh	16	-6	58	9	3	-9
TRPM1 prom inh	-5	0	2	10	-13	7

[31] Cc1cccc(C)c1NC(=O)CSc1nnc(NC(=O)CN2CCOCC2)s1
[32] COc1cccc(CN2CC(C(=O)NCCN3CCOC3=O)CCC2=O)c1 (stereo not given)
[33] CC(=N/O)/C(C)=N\NC(=O)c1ccccn1
[34] CC(C)NC(=O)c1cccc(NC(=O)CC2SC(N3CCCCC3)=NC2=O)c1 (stereo not given)
[35] c1ccc(-n2cc(CN3CCCC3)c(-c3ccc4c(c3)OCO4)n2)cc1
[36] O=C(CCOc1ccccc1)Nc1ccnn1C1CCN(Cc2ccc(CO)o2)CC1
Assay by compound	31	32	33	34	35	36
CF NFkB inh	0	3	12	27	8	-1
KKLEB tox	2	18	-5	-11	-4	-5
aDG glyco act	-0.1	-0.2	-0.3	0.0	-0.4	-0.1
NR2E3 ag-1	9	13	-164	-13	2	-23
NR2E3 ag-2	-4	-2	0	.	0	3
hiPSC survival	0.6	0.4	-0.1	-0.4	-0.3	-0.4
TWEAK-Fn14 inh	3	-5	-12	-14	-11	5
HIF-2a inh	7	13	-139	0	16	13
Peg3 prom inh	0	16	-131	17	-6	8
Shn3 3UTR inh	-9	-6	-29	6	7	-25
TRPM1 prom inh	-12	4	-46	-1	-2	2

[37] COc1ccc(/C=C/C(=O)NCC(c2ccc(F)cc2)N2CCOCC2)cc1OC (stereo not given)
[38] CCC(C)NC(=O)NCc1ccccc1F (stereo not given)
[39] c1ccc(CSc2nnnn2-c2cccc3ccccc23)nc1
[40] O=C(CCC(=O)Nc1ccccc1Cl)NNC(=O)c1ccccc1[N+](=O)[O-]
[41] COc1ccc(S(=O)(=O)N2CCN(C(=O)C3CCCCC3)CC2)cc1
[42] C=CCN(CC=C)C(=O)CN1C(=O)c2ccccc2C1=O
Assay by compound	37	38	39	40	41	42
CF NFkB inh	10	15	0	-2	-1	7
KKLEB tox	2	-1	2	-2	-5	9
aDG glyco act	0.4	0.0	-0.1	0.1	0.0	0.3
NR2E3 ag-1	-12	-17	-10	-10	-23	7
NR2E3 ag-2	1	0	3	3	2	2
hiPSC survival	-0.5	-1.9	-0.5	0.2	-0.7	1.8
TWEAK-Fn14 inh	-24	6	6	8	4	15
HIF-2a inh	11	7	-7	7	3	4
Peg3 prom inh	11	2	1	-4	12	10
Shn3 3UTR inh	10	-8	2	-10	-5	1
TRPM1 prom inh	-6	3	-1	5	11	-1

[43] O=c1[nH]c(=O)n2ncnc2[nH]1
[44] CCCCn1nnnc1NCc1ccc(OC)c(OC)c1
[45] COc1ccccc1NC(=O)C(C)Sc1nc(-c2ccccc2)cn1N (stereo not given)
[46] O=C(O)CCc1ccc(-c2cccs2)o1
[47] OCC1(CCOc2ccccc2)CCN(Cc2ccc(OC(F)F)cc2)CC1
[48] CN(C)S(=O)(=O)c1cc(NC(=O)CN2CCN(c3ccc(O)cc3)CC2)ccc1Cl
[49] Cc1c(N(C)S(=O)(=O)c2cccc(C(=O)NC(C)C)c2)c(=O)n(-c2ccccc2)n1C
[50] CN(C)c1nc(N)c([N+](=O)[O-])c(NCC2CCCO2)n1 (stereo not given)
Assay by compound	43	44	45	46	47	48	49	50
CF NFkB inh	4	11	10	1	12	4	-2	26
KKLEB tox	-2	4	-15	-6	-9	7	-2	-18
aDG glyco act	-0.1	0.2	0.0	-0.1	0.1	0.0	0.8	-0.2
NR2E3 ag-1	5	1	-13	6	31	-25	-12	-3
NR2E3 ag-2	.	3	2	1	-2	-3	0	3
hiPSC survival	4.2	-0.1	-0.3	6.9	-0.3	-0.7	-0.3	1.1
TWEAK-Fn14 inh	-14	-9	16	9	-1	-2	-18	3
HIF-2a inh	8	-5	-14	-2	0	8	7	19
Peg3 prom inh	15	8	10	16	-4	11	-9	20
Shn3 3UTR inh	-14	13	-7	5	4	0	-9	-4
TRPM1 prom inh	.	1	5	-6	8	12	0	5

Bioassay records: PubChem, several laboratories
